Bioassay records deposited in PubChem BioAssay by National Center for Advancing Translational Sciences (NCATS).
RORgamma inh: qHTS for inhibitors of ROR gamma transcriptional activity; Drosophila S2 Gal4-RORgamma UAS-luciferase reporter, 20 h; Potency, µM (doses to about 53.6 µM), for inactives: top-dose activity change, negative = inhibition, actives largely listed as inhibitors; 310,000 tested, 5.4% active; AID 2551, 2010; also: potency is read from the fitted curve at half-maximal effect; nearly all actives have a fitted effect of over 60% in size
Target sequence (P51450 whole entry, looked up, the tested form may be a part): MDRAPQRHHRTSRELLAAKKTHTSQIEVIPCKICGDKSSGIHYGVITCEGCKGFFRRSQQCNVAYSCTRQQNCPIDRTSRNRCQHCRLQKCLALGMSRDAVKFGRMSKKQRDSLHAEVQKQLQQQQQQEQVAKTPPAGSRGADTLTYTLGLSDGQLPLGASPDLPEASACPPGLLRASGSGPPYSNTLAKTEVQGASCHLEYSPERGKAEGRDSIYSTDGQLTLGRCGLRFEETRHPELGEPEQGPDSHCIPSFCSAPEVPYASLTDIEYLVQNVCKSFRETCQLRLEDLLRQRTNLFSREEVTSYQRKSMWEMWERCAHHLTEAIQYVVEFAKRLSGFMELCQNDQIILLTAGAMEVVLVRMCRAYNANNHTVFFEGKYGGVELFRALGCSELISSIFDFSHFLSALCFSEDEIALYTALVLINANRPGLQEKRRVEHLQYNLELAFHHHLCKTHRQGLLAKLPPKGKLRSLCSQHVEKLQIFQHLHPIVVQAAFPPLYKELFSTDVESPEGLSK
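Stably transfected Drosophila Schneider cells are the test system, with ROR gamma fused to Gal4 and luciferase under UAS control; luminescence is read after 20 hr of 700 uM copper sulfate induction at ambient temperature.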
FBPA coupling cs: qHTS Assay for Inhibitors of Fructose-1,6-bisphosphate Aldolase from Giardia Lamblia: Coupling assay counterscreen; coupling enzyme system counterscreen, AmpLite Red fluorescence; activity change, negative = inhibition, % at 58.2 µM, hits read low; 290,000 tested, 0.67% active; AID 2472, 2010; in the data active = activity change below about -30%
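Counterscreen lacking aldolase: glyceraldehyde-3-phosphate coupling-enzyme reagent preincubated 10 min at RT with compound (at 57.5 uM final), then substrate/coupling system with AmpLite Red added; fluorescence read at 525/598 nm after 20 min RT.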
VP16 counter: VP16 counterscreen qHTS for inhibitors of ROR gamma transcriptional activity; AID 2546, 2010; Drosophila S2 Gal4-VP16 UAS-luciferase, luminescence, 20 h; Potency, µM (series often up to 53.6 µM), inactives show at the highest dose activity, negative = inhibition, most hits filed as inhibitors; 310,000 tested, 3.5% active;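 also: Gal4-VP16 expression switched on by copper sulfate through the metallothionein promoter; potency is read from the fitted curve at half-maximal effect; nearly all actives have a fitted effect of over 50% in size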
Starred values were filed as active, the others as inactive; ? = inconclusive; & = joins results of further samples; ! = repeats disagree; [ ] = dose if it differs, or a comment. Unless noted, calls follow the shape of the dose curve; as a rule, active = well fitted curve in the direction sought with a large enough effect; inconclusive = small, poorly fitted or top-dose-only effect, or another doubt; inactive = no such curve, though single readings can be large; an effect the other way counts as inactive or inconclusive. % is scaled to controls: 0 for no effect and ±100 for the full control effect. An excerpt; count on the stated rates, not on these rows.

molecule	RORgamma inh	FBPA coupling cs	VP16 counter
Cc1noc(C)c1-c1ccc2ncnc(NCc3ccc4[nH]ccc4c3)c2c1	?	1	-8%
COc1ccc(C(=O)N2CCC3(CCN(CC(C)C)CC3)CC2)cc1	-5%	-1	-3%
c1ccc(CNc2ncnc3ccc(-c4cccnc4)cc23)cc1	?	-2	-6%
CNc1nc(-c2cccc(C#N)c2)nc2ccccc12	9%	-2	15%
CO/N=C1/[C@H]2O[C@@H]2[C@@H](O)[C@H]2[C@H]1CCn1c(=O)n(-c3ccccc3)c(=O)n12	24%[10 µM]	0	8%[10 µM]
CN(C)Cc1ccccc1-c1cncnc1NCc1ccccc1	-9%	1	-3%
COCCn1c(=O)c(-c2cc(F)cc(F)c2)nc2cnc(Oc3cccc(Cl)c3)nc21	30%	-5	7%
O=C(c1ccncc1)N1CCC2(CCCN(c3cccc(-c4ccccc4)c3)C2)CC1	5%	-1	12%
COCCNc1nc(C)nc2c1nc(-c1ccccc1)n2CCN(C)C	-20%	0	-9%
CN(C)c1ncc2nc(-c3cccs3)c(=O)n(C)c2n1	7%	3	-2%
COCOc1ccccc1C(=O)/C=C/c1ccccc1	40%	0	25%
CSCC[C@H](NC(=O)[C@@H]1CCCN1C(=O)CNC(=O)[C@H](CCCCN)NC(=O)[C@H](Cc1cnc[nH]1)NC(=O)[C@H](CO)NC(=O)[C@H](CC(C)C)NC(=O)[C@H](CCCN=C(N)N)NC(=O)[C@@H]1CCCN1C(=O)[C@H](CCCN=C(N)N)NC(=O)[C@@H]1CCC(=O)N1)C(=O)N1CCC[C@H]1C(=O)N[C@@H](Cc1ccccc1)C(=O)O	-4%	-4	-10%
CC1CCC2C(=O)N3C(CCC(C)C3c3ccccc3Br)C(=O)N2C1c1ccc(C#CCN(C)C)cc1 (centres undefined)	10%[10 µM]	-2	-1%[10 µM]
O=c1cnc2cnc(Oc3ccccc3)nc2n1C1CC1	-6%	-2	4%
CCN(CC)CCn1c(-c2ccccc2)nc2c(N3CCOCC3)nc(C)nc21	-16%	5	-2%
OC[C@H]1O[C@@H](OC[C@H]2O[C@@H](O)[C@H](O)[C@@H](O)[C@@H]2O)[C@H](O)[C@@H](O)[C@@H]1O	15%	-1	7%
CN1CCc2cc(O)c(O)cc2C1Cc1ccc(O)c(O)c1 (centres undefined)	4%	-9	-12%
COC1C(O)C(CO)OC1n1cnc2c(NC3CCCCC3)ncnc21 (centres undefined)	-2%	-13	20%
Cc1csc(CNc2ncnc3ccc(-c4c(C)noc4C)cc23)c1	-7%	-2	?
NCCC[C@@H](CC(=O)N[C@@H]1CCNC[C@H]1C(=O)N[C@H](CC(=O)N[C@@H](CCC(=O)O)CC(=O)O)Cc1ccccc1)NC(=O)C[C@H](Cc1ccccc1)NC(=O)[C@@H]1CCCC[C@H]1N	21%	-8	1%
COCCn1c(=O)c(-c2cc(F)cc(F)c2)nc2cnc(N3CCNCC3)nc21	2%	-4	3%
CC[C@H](C)[C@H](NC(=O)[C@@H]1CCCN1C(=O)[C@H](Cc1cnc[nH]1)NC(=O)[C@@H](NC(=O)[C@H](Cc1ccc(O)cc1)NC(=O)[C@@H](NC(=O)[C@H](CCCN=C(N)N)NC(=O)CNC)C(C)C)[C@@H](C)CC)C(=O)O	-2%	1	1%
CCCCc1c2ccccc2nc2[nH]c3ccccc3c12	?	-1	-9%
CC(C)C[C@@H](CC(=O)N[C@@H](CCCN)CC(=O)N[C@@H]1CCCC[C@H]1C(=O)N[C@H](CC(=O)N[C@@H](CCC(=O)O)CC(=O)O)CC(C)C)NC(=O)[C@@H]1CCCC[C@H]1N	-18%	0	4%
CCOC(=O)CNC(=O)O[C@@H]1C(=O)c2cc(OC)ccc2O[C@H]1c1ccc(OC)c(Br)c1	2%	-1	-2%
CO[C@H]1C[C@@H]2C[C@H](O)C[C@@H](CC(=O)O[C@@H](/C=C\CC(C)C)C[C@@H]3CC[C@H](C)[C@@H](C1)O3)O2	13%[10 µM]	6	12%[10 µM]
CCCCOc1cc(C[C@@H]2CNC(=O)N2)ccc1OC	30%	-1	7%
CC(C)[C@@H](OCc1ccccc1)[C@H](C)/C=N\OC[C@@H](C)[C@H](OCc1ccccc1)C(C)C	-1%[10 µM]	1	1%[10 µM]
CC[C@H](C)[C@H](NC(=O)[C@H](CC(C)C)NC(=O)[C@@H](N)CO)C(=O)NCC(=O)N[C@@H](CCCN=C(N)N)C(=O)N[C@@H](CC(C)C)C(=O)O	0%	0	-15%
COC(=O)N1CCC[C@@]2(CCN(C(=O)NC(C)C)C2)C1	-15%	3	8%
CC(C)CC(NC(=O)OCC1c2ccccc2-c2ccccc21)C(=O)O (centres undefined)	-31%	10	-28%
O=C(c1csnn1)N1CCC2(CC1)CN(c1ccccc1)C2	-3%	-1	13%
CCc1cc(-c2oncc2-c2ccc(OC)cc2)c(O)cc1OC	?	-7	14µM*
CCSC[C@H](NC(=O)[C@H](C)N)C(=O)N[C@@H](CC(=O)O)C(=O)N[C@H](C(=O)N[C@@H](C)C(=O)N[C@H](C(=O)N[C@@H](CSCC)C(=O)N[C@H](C(=O)N[C@H](C(=O)N[C@@H](Cc1cnc[nH]1)C(=O)N[C@@H](CCCNC(=N)N)C(=O)N[C@@H](CC(C)C)C(=O)N[C@@H](C)C(=O)NCC(=O)N[C@@H](CC(C)C)C(=O)N[C@@H](CC(C)C)C(=O)N[C@@H](CO)C(=O)N[C@@H](CCCNC(=N)N)C(=O)N[C@@H](CO)C(=O)NCC(=O)NCC(=O)N[C@H](C(=O)N[C@H](C(=O)N[C@@H](CCCCN)C(=O)N[C@@H](CC(N)=O)C(=O)N[C@@H](CC(N)=O)C(=O)N[C@@H](Cc1ccccc1)C(=O)N[C@H](C(=O)N1CCC[C@H]1C(=O)N[C@H](C(=O)N[C@@H](CC(N)=O)C(=O)N[C@H](C(=O)NCC(=O)N[C@@H](CO)C(=O)N[C@@H](CCCCN)C(=O)N[C@@H](C)C(=O)N[C@@H](Cc1ccccc1)C(N)=O)C(C)C)[C@@H](C)O)C(C)C)C(C)C)C(C)C)[C@@H](C)O)C(C)C)[C@@H](C)O)[C@@H](C)O	-2%	-13	-1%
CCNc1ncc2nc(-c3ccc(F)cc3)c(=O)n(C)c2n1	1%	0	4%
COc1ccc(CNc2ncnc3ccc(-c4cccc(NS(C)(=O)=O)c4)cc23)c(OC)c1	?	1	13%
CN(C)/C=N/c1c(C#N)cnn1-c1ccc(F)c(Cl)c1	-22%	2	1%
CC(=Nc1ccccc1N)c1c(C)cc(=O)n(O)c1O	?	-30*!	?
CN=C(NC#N)NCCSCc1csc(N=C(N)N)n1	6%&-9%	-1	-2%&-5%
COc1ccc2c(c1)O[C@H](c1ccc3c(c1)OCO3)[C@@H](OC(=O)NCCOc1ccccc1)C2=O	32%	2	-6%
C=C1C[C@H](OC(=O)C(C)(O)CCl)C2C(=C)C(=O)O[C@@H]2C2C1C[C@H](O)[C@]2(O)CCl (some centres undefined)	?	3	?
COCCNc1nc(C)nc2c1nc(-c1ccccc1)n2C1CCN(Cc2ccccc2)C1 (centres undefined)	-10%	1	10%
CCCn1c(-c2ccc(F)cc2)nc2c(N3CCC(N(C)C)C3)nc(C)nc21 (centres undefined)	-9%	1	-6%
CC(=O)Oc1c(C)cc(OCC(O)CNC(C)C)c(C)c1C (centres undefined)	1%	0	-4%
COC(=O)NC(CC(C)=O)c1cccc(C)c1 (centres undefined)	1%[10 µM]	2	5%[10 µM]
COC(=O)CC1C(C)(C)C(=O)C2CC3=C4CC(=O)OC(c5ccoc5)[C@]4(C)CCC3[C@@]1(C)C2=O (some centres undefined)	7%	-2	0%
O=C(Oc1ccccc1)N1CCC2(CCCN(c3cccc(-c4ccccc4)c3)C2)CC1	9%	-1	-16%
O=c1cc[nH]c(=S)[nH]1	7%	0	-4%
COc1cc(OC)c2c(OC)c(-c3ccc4c(c3)OCO4)c(=O)oc2c1	24%	0	?
CCCCCCCCCC(=O)OCC(CO)OC(=O)CCCCCCCCC (centres undefined)	-3%	0	-4%
COc1ccc2[nH]cc(CCNc3ncnc4ccc(-c5c(C)noc5C)cc34)c2c1	-3%	0	-14%
Cn1cc(-c2nc3cncnc3n(C3CC3)c2=O)c2ccccc21	-14%	-3	-4%
CC(C)NC(=O)N1CC2(CCN(S(=O)(=O)c3ccccc3)CC2)C1	-14%	4	-5%
COc1ccc(Oc2ncc3nc(-c4cn(C)c5ccccc45)c(=O)n(CCC#N)c3n2)cc1	-1%	3	-6%
O=c1c(-c2ccccc2)nc2cnc(Oc3ccccc3)nc2n1Cc1cccs1	4%	3	3%
COc1ccccc1CN1CCC2(CC1)CCN(C(=O)c1ccco1)CC2	-25%	-1	7%

Limited to VP16 counter and RORgamma inh, for 5 of the compounds above:
compound	VP16 counter	RORgamma inh
C=C1C[C@H](OC(=O)C(C)(O)CCl)C2C(=C)C(=O)O[C@@H]2C2C1C[C@H](O)[C@]2(O)CCl (some centres undefined)	?	?
COCCNc1nc(C)nc2c1nc(-c1ccccc1)n2C1CCN(Cc2ccccc2)C1 (centres undefined)	10%	-10%
CCCn1c(-c2ccc(F)cc2)nc2c(N3CCC(N(C)C)C3)nc(C)nc21 (centres undefined)	-6%	-9%
CC(=O)Oc1c(C)cc(OCC(O)CNC(C)C)c(C)c1C (centres undefined)	-4%	1%
COC(=O)NC(CC(C)=O)c1cccc(C)c1 (centres undefined)	5%[10 µM]	1%[10 µM]

Whole records, quoted from the list. Order of values: RORgamma inh | FBPA coupling cs | VP16 counter
CC(C)NC(=O)N1CC2(CCN(S(=O)(=O)c3ccccc3)CC2)C1 is entered as -14% | 4 | -5%
Cn1cc(-c2nc3cncnc3n(C3CC3)c2=O)c2ccccc21 is entered as -14% | -3 | -4%

Following part
molecule	RORgamma inh	FBPA coupling cs	VP16 counter
Cc1cccc(-c2cccc(-c3cc(=O)oc4cc5c(cc34)OCO5)c2)c1	15%	0	-8%
CC(=O)OCC1OC(Oc2cc(OC(C)=O)c3c(=O)cc(-c4ccc(OC(C)=O)cc4)oc3c2)[C@@H](OC(C)=O)C(OC(C)=O)C1OC(C)=O (some centres undefined)	0%	0	-27%
O=C(Nc1ccccc1)N[C@H]1C[C@H](C(=O)O)Nc2cc(Cl)cc(Cl)c21	-14%&26%	5&-2	-12%&-3%
CCOC(=O)CCCCCCCCCCCCC1C=CCC1 (centres undefined)	-16%	4	-9%
N[C@H](Cc1ccc(O)cc1)C(=O)O	17%	1	-8%
COC(=O)CCCC1=CC2=C(c3ccccc3)C(=O)C(C)(OC(=O)C3CCCC3)C(=O)C2=CO1 (centres undefined)	1%	0	4%
COC(=O)[C@@]1(Cc2ccccc2)[C@H]2c3cc(C(=O)N4CCCC4)n(Cc4ccccc4)c3C[C@H]2CN1C(=O)c1ccccc1	43%	0	-3%
Cc1nc2cnc(N3CCN(C)CC3)nc2n(Cc2cccs2)c1=O	-13%	0	10%
N[C@H](C(=O)N[C@@H]1C(=O)N2C(C(=O)O)=C(Cl)CS[C@@H]12)c1ccccc1	0%&-22%[16.9 µM]	-2&2	-2%&-1%[17 µM]
O=C(O)C1CC(CCCP(=O)(O)O)CCN1 (centres undefined)	8%	2	14%
Cc1ccc(C(=O)OC[C@H]2O[C@H](Cl)C[C@@H]2OC(=O)c2ccc(C)cc2)cc1	22%	2	-11%
CC#CCC1(C(=O)OC)C(=O)NC[C@H]1c1ccccc1 (some centres undefined)	-5%&28%&16%	4&0&0	11%&6%&-3%
CO[C@H]1COC(=O)[C@@H](C)COC(=O)[C@@H](Cc2ccccc2)NC(=O)C/C=C\[C@H]1C	-18%[10 µM]	2	-11%[10 µM]
CCC1=C2CC[C@H]3C(=O)N(C)C(=O)[C@H]3[C@H]2[C@@]2(Cc3ccccc3)C(=NCCc3c[nH]c4ccccc34)OC(=O)N2C1=O	45%	0	-8%
CC(=O)OC[C@H]1O[C@@H](O/N=C(\C)CCC(=O)OC[C@@H]2O[C@H](C#Cc3ccccc3)C=C[C@@H]2Oc2ccc(C)cc2)[C@H](OC(C)=O)[C@@H](OC(C)=O)[C@H]1OC(C)=O	-18%[10 µM]	1	-6%[10 µM]
COc1ccc(C2=Nn3c(nnc3-c3ccc(OC)cc3OC)SC2)c(OC)c1	31%	1	-8%
CC(C)SC(=N)N	10%	5	-3%
